Tb PGK inh: blocks T. brucei phosphoglycerate kinase | PGK/GAPDH coupled, Kinase-Glo luminescence, 60 min | Potency, µM (doses to about 57.5 µM), for the others: top-dose activity change, negative = inhibition, most hits filed as inhibitors | hit rate 0.043% among 380,000 | AID 602233; further: potency means the concentration at half of the fitted maximal effect; on the % scale 0 is the no-effect control and ±100 the full control effect; nearly all actives have a fitted effect of over 60% in size
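Luminescent ATP detection (Kinase-Glo Plus) follows a 60-minute room-temperature incubation, with wells lacking PGK as controls. Buffer: 100 mM TEA (pH 7.6), 5 mM MgCl2, 0.01% Tween-20. Coupling enzyme GAPDH (100 nM final) supplies unstable 1,3-BPG in-well.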
G9a inh: inhibitors of human histone lysine methyltransferase G9a; G9a H3K9 monomethylation, AlphaScreen, 2 h; hit rate 8.8% among 350,000; Potency, µM (top dose mostly 102 µM), for inactives: at the top dose activity, negative = inhibition, actives largely listed as inhibitors; further: potency means the concentration at half of the fitted maximal effect; on the % scale 0 is the no-effect control and ±100 the full control effect; nearly all actives have a fitted effect of over 75% in size
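G9a (20 nM) preincubated 15 min RT with compounds, then 500 nM biotinylated H3K9 peptide and 20 uM SAM added; 2 h RT reaction. Monomethyl-H3K9 product detected by AlphaScreen with anti-H3K9me1 antibody, streptavidin donor and anti-rabbit IgG acceptor beads.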
BAZ2B inh: BAZ2B (human) inhibition; hit rate 4.4% among 360,000; AlphaScreen BAZ2B-H3K14Ac peptide displacement; Potency, µM (highest dose often 114 µM), for the others: at the highest dose activity change, negative = inhibition, most hits filed as inhibitors; Q9UIF8; further: potency means the concentration at half of the fitted maximal effect; on the % scale 0 is the no-effect control and ±100 the full control effect; nearly all actives have a fitted effect of over 60% in size
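BAZ2B 50 nM plus b-H3(5-23)K14Ac 50 nM, PBS pH 7.4/0.01% Tween-20, 30 min RT; compound added (max 110 uM), 30 min RT; streptavidin donor/Ni-chelate acceptor beads 10 ug/mL final, 20 min dark; AlphaScreen read.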
HP1b binding inh: blocks HP1-beta chromodomain binding to methylated histone tails. Potency, µM (titrated, usually from 114 µM), for the others: at the highest dose activity change, negative = inhibition, hits mostly inhibitors. P83916. AID 540317. hit rate 0.56% among 390,000. AlphaScreen HP1-beta / biotin-H3K9me3 peptide binding; further: potency means the concentration at half of the fitted maximal effect; nearly all actives have a fitted effect of over 70% in size; inactives centre near 23
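Compound inhibition of the preformed complex between 50 nM HP1-beta and 50 nM biotinylated H3K9me3 peptide was read by AlphaScreen. Buffer was PBS pH 7.4 with 0.01% Tween-20. Incubations ran 30 min at room temperature, with 10 ug/mL donor/acceptor beads.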
GLS inhibitor: glutaminase GLS (human) inhibition; Potency, µM (highest dose often 45.5 µM), for the others: top-dose activity change, negative = inhibition, hits mostly inhibitors; O94925; AID 624170; GLS enzymatic activity, qHTS titration; hit rate 0.21% among 410,000; further: potency means the concentration at half of the fitted maximal effect; on the % scale 0 is the no-effect control and ±100 the full control effect
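Human kidney-isoform GLS in 45 mM KH2PO4 pH 8.2, 0.02% Tween-20, with compound, started with 1mM L-Glutamine (added stock). Glutamate oxidase/HRP/Amplex red coupled fluorescence read at start and after 30 min at RT.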
PI4K2A inh: inhibitors of human PI4K2A | hit rate 0.13% among 420,000 | purified PI4K2A, ADP-Glo luminescence, 1 h; active compounds read low | AID 1346378 | activity change, negative = inhibition, % at 76.9 µM | Q9BTU6; in the data active means activity change below about -50%; inconclusive means mostly about -30% to -49%;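 further: -100% = wells without enzyme as full effect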
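ADP-Glo luminescence measured ADP generated by PI4K2A enzyme (4 ug/mL before mixing) with 1.2 mM PI substrate (pre-mix) and 300 microM ATP (pre-mix). Tris pH7.5 buffer with MgCl2, Triton X-100; 1 h reaction at ambient temperature.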
Pin1 inh: inhibitors of human Pin1. hit rate 0.009% among 390,000. AID 504891. Potency, µM (titrated, usually from 115 µM), without a hit: top-dose activity, negative = inhibition, most hits filed as inhibitors. Pin1 FP peptide displacement, HiFluor488, 10 min; active means well fitted inhibition curve with a large enough effect in the polarisation, with a control signal flat, not every such curve was filed as active; inconclusive means small, poorly fitted or top-dose-only effect, or effect the other way, or a change in a side signal; inactive means no such curve, though single readings can be large or run the other way; the % refers to the polarisation; further: potency means the concentration at half of the fitted maximal effect; on the % scale 0 is the no-effect control and ±100 the full control effect
ERG-DNA inh: blocks human ERG Ets domain binding to DNA. fluorescence polarization, His-ERG Ets domain / labelled DNA. Potency, µM (highest dose often 76.9 µM), for the others: at the top dose FP activity, negative = inhibition, most hits filed as inhibitors. hit rate 0.028% among 370,000. AID 624246; active means well fitted inhibition curve with a large enough effect in the polarisation, with a control signal flat; inconclusive means small, poorly fitted or top-dose-only effect, or effect the other way, or a change in a side signal; inactive means no such curve, though single readings can be large or run the other way; the % refers to the polarisation;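 further: polarization taken with two DNA probes labelled with fluorescein and Texas red; potency means the concentration at half of the fitted maximal effect; % of control where 0% means no effect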
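His-tagged ERG Ets domain (1 uM in the protein solution; 300mM KCl, 50mM Tris-HCl, 1mM EDTA, 1mM DTT, pH 7.5) received compound, then a probe mix of 5 nM fluorescein-DNA and 100nM Texas-615-DNA. Fluorescence polarization was read for both dyes.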
JMJD2A Tudor inh: inhibitors of human JMJD2A Tudor domain | O75164 | AlphaScreen JMJD2A-Tudor / H3K4me3 peptide binding | Potency, µM (highest dose often 114 µM), without a hit: top-dose activity change, negative = inhibition, hits mostly inhibitors | hit rate 4.4% among 390,000 | AID 504339; further: potency means the concentration at half of the fitted maximal effect; on the % scale 0 is the no-effect control and ±100 the full control effect; nearly all actives have a fitted effect of over 50% in size
Target sequence (O75164 whole entry, looked up, the tested form may be a part): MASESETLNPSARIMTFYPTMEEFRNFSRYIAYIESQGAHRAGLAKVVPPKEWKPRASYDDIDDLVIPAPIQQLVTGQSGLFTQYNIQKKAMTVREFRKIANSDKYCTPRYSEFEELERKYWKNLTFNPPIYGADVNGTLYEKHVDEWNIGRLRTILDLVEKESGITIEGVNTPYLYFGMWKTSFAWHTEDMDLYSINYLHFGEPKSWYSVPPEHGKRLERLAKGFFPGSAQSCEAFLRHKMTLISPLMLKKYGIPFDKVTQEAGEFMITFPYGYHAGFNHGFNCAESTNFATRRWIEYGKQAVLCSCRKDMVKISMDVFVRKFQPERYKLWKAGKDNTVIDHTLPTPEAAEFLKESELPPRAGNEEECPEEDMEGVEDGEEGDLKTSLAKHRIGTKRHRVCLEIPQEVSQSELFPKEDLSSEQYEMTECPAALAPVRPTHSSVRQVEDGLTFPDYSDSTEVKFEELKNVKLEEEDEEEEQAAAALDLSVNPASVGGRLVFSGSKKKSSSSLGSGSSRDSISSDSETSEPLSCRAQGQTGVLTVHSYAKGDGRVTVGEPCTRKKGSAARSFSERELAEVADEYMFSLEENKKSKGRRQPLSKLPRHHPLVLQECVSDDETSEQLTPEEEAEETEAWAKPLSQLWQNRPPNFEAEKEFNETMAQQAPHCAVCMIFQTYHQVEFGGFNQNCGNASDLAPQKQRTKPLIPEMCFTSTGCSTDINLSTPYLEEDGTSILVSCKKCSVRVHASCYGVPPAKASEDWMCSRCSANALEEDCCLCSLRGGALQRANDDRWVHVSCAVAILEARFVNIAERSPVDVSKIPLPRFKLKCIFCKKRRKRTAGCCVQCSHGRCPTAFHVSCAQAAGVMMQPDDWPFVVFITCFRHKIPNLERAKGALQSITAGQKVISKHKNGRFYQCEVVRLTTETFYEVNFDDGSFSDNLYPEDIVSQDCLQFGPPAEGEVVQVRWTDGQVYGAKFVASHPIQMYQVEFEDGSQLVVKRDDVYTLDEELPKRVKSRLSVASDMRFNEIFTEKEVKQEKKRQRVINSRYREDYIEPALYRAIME
Starred values were filed as active, the others as inactive; i = inactive; ? = inconclusive; . = no result given; & = joins results of further samples; [ ] = dose if it differs, or a comment. Unless noted, the call rests on the fitted dose curve; in most records, active means well fitted curve in the direction sought with a large enough effect; inconclusive means small, poorly fitted or top-dose-only effect, or another doubt; inactive means no such curve, though single readings can be large; an effect the other way counts as inactive or inconclusive.

SMILES	Tb PGK inh	G9a inh	BAZ2B inh	HP1b binding inh	GLS inhibitor	PI4K2A inh	Pin1 inh	ERG-DNA inh	JMJD2A Tudor inh
CC(=O)Nc1cccc(NC(=O)COc2ccccc2C)c1	-9%	.	8%	42%[activator]	-5%	3	-5%	2%	-15%
O=S(=O)(CCCc1ccccc1)c1ncn[nH]1	-1%	-8%	6%	10%	1%	-7	-1%	8%	-32%
Cc1nc(-c2ccc(C)c(N3CCN(C(=O)Nc4cccc(Cl)c4C)CC3)c2)no1	0%	15%[59 µM]	1%	30%[57 µM]	4%	-3	7%	-6%	4%
CCOC(=O)c1sc(NC(=S)NC(=O)C2CCCC2)cc1C	-5%	-18%	4%	50%[activator]	-4%	-10	2%	-7%	14%
O=C(CCCC(=O)NNC(=O)Nc1ccccc1)NNC(=O)Nc1ccccc1	i	?	-23%	49%[activator]	6%	-6	5%	7%	-2%[11.4 µM]
CC1(C2CC2)NC(=O)N(CC(=O)Nc2ccc(F)cc2F)C1=O (centres undefined)	1%	-4%[59 µM]	12%	23%	0%	2	0%	2%	-19%
CC(Sc1nnc(-c2cccs2)n1Cc1ccccc1)C(=O)NCc1ccc2c(c1)OCO2 (centres undefined)	-7%	-9%	?	14%	1%	11	-7%	-11%	-18%
Cc1ccc(S(=O)(=O)Cc2csc(N)n2)cc1	-6%	-19%	7%	40%[activator]	15%	3	-1%	-4%	-2%
COc1ccc(-c2c(C)nn3c(N)c(C#N)cnc23)cc1OC	i	.	2%	0%	-15%	-3	-3%	4%	-36%
CSc1nc2ccccc2cc1/C=C(\C#N)c1cccc(Cl)c1	-4%	49%[12.7 µM]	-4%	19%	-3%	4	5%	-2%	-5%
O=c1[nH]c2ccccc2cc1CN(CC1CCCO1)S(=O)(=O)c1ccccc1 (centres undefined)	-2%	19%	2%	-5%	3%	-2	-10%	-3%	-17%
C=CCn1c(COc2ccc(Cl)cc2)nnc1SCc1ccc(C#N)cc1	-10%	28µM*	3%	59%[activator]	-1%	-5	?	3%	?
CC1(C)CC(c2nc(-c3ccc([N+](=O)[O-])cc3)cs2)CCO1 (centres undefined)	4%	50µM*	?	7%	-6%	3	10%	-10%	-14%[57.1 µM]
O=C(O)c1cccc(Nc2cc(Cl)c3nonc3c2[N+](=O)[O-])c1	-8%	32µM*	-17%	39%[activator]	-4%	?	0%	-7%	-11%
Cc1nn(-c2ccccc2)c2sc(C(=O)NC3CC3)cc12	1%	.	13%	16%	-3%	-1	0%	0%	-10%
O=C(NNc1ncnc2c1cnn2-c1ccc(F)cc1)c1ccco1	i	11%	-14%	47%[activator]	-1%	-1	-4%	6%	-16%
COc1ccc2c(ccc[n+]2CC(=O)c2ccc(C)cc2)c1	-3%	.	7%	14%	1%	8	?	-6%	-28%
CC(NC(=O)Cc1cccs1)C(c1cccs1)N1CCN(c2ccccc2F)CC1 (centres undefined)	4%	?	4%	30%	-1%	-1	33%[activator]	-7%	-16%
COc1ccc(-c2cc(C(F)(F)F)nc(SCC(=O)Nc3cc(C)on3)n2)cc1	-6%	-5%[59 µM]	3%	19%	-2%	-5	-2%	-10%	-8%
O=C(Cn1nc(-c2ccccc2)ccc1=O)NCCN1CCN(c2cccc(Cl)c2)CC1	-3%	?	-36%	6%	-11%	3	-2%	-5%	?
CN(C)c1nc2n(c(=O)n1)CCO2	-3%	25%[2.33 µM]	5%	15%	3%	2	6%	.	-10%
Cc1ccccc1CS(=O)(=O)c1cn(CC(=O)N2CCOCC2)c2ccccc12	-2%	.	?	31%	-2%	-1	2%	0%	-14%
CCn1cc(CN2CCc3c([nH]c4ccccc34)C2c2ccc(F)c(OC)c2)c(C)n1 (centres undefined)	i	45µM*	22µM*	?	8%	-2	-3%	0%	?
COc1ccc(NC(=S)N2CCCC2c2ccc(OC)c(OC)c2)cc1 (centres undefined)	-10%	?	-2%	59%[activator]	11%	1	3%	2%	-15%
COC(=O)CCCC1=CC2=C(c3ccccc3)C(=O)C(C)(OC(=O)C3CCCC3)C(=O)C2=CN1c1ccc(OC)cc1 (centres undefined)	-12%	-40%[59 µM]	?	12%	0%	-8	-10%	3%	?

Overlap with the part before: 2 entries, followed by the next part.
SMILES	Tb PGK inh	G9a inh	BAZ2B inh	HP1b binding inh	GLS inhibitor	PI4K2A inh	Pin1 inh	ERG-DNA inh	JMJD2A Tudor inh
COc1ccc(NC(=S)N2CCCC2c2ccc(OC)c(OC)c2)cc1 (centres undefined)	-10%	?	-2%	59%[activator]	11%	1	3%	2%	-15%
COC(=O)CCCC1=CC2=C(c3ccccc3)C(=O)C(C)(OC(=O)C3CCCC3)C(=O)C2=CN1c1ccc(OC)cc1 (centres undefined)	-12%	-40%[59 µM]	?	12%	0%	-8	-10%	3%	?
COc1ccccc1N1CCN(C(=O)CSc2nc(-c3ccc(C(C)C)cc3)no2)CC1	9%	?	-11%	27%	2%	1	?	-1%	-21%
Cc1cc(N2CCN(S(=O)(=O)c3ccc(C)c(C)c3)CC2)c2ccccc2n1	-7%	23%[12.7 µM]	-35%	0%	-11%	-2	-3%	-10%	?
COC(=O)c1ccc(Nc2cc(C)nc3ccccc23)cc1	-3%	-13%	-13%	28%	16%	-3	0%	4%	-14%
O=c1[nH]nc(Br)c(=O)n1C(c1ccccc1)c1ccccc1	-2%	.	.	7%	17%	2	-1%	-3%	-29%
CC(C)OC(=O)c1c(NC(=O)CCC(=O)O)sc2c1CCCCC2	-12%	-10%	-27%	28%	15%	-5	1%	-6%	-15%
c1ccc(Oc2nc(NCc3ccco3)nc(NCc3ccco3)n2)cc1	-9%	-5%[59 µM]	5%	3%	3%	1	15%	-2%	-7%[57.1 µM]
Cc1ccc(-n2nc(CO)c(C(=O)NC(C)CCCc3ccccc3)n2)cc1C (centres undefined)	i	7%[59 µM]	-2%	45%[activator]	1%	-3	4%	-12%	-13%
Cc1ccc(-c2nnc(N3CCCCCC3)c3ccccc23)cc1	4%	?	-33%	-8%	?	2	1%	-7%	?
Cc1csc(NC(=O)Nc2ccccc2[N+](=O)[O-])n1	1%	.	?	0%	?	1	0%	-5%	-21%
CC(C)CC(=O)Nc1nnc(SCC(=O)NCC2CCCO2)s1 (centres undefined)	-3%	8%	-11%	21%	3%	-3	-7%	7%	-2%
CCOC(=O)CCc1c(C)c2ccc(O)cc2oc1=O	-6%	-21%	-1%	21%	16%	1	1%	7%	-4%[57.1 µM]
N#C/C(=C\c1ccc(/C=C(/C#N)c2nn(CCO)c(N)c2C#N)cc1)c1nn(CCO)c(N)c1C#N	i	12%[59 µM]	-35%	1%	1%	4	41%[activator]	8%	?
Cc1nc2ccccn2c1C(=O)N/N=C/c1ccc([N+](=O)[O-])cc1	9%	-23%	-2%	13%	0%	6	-2%	-6%	-15%
c1ccc(-c2nnc(SCc3nnc(-c4cccs4)o3)o2)cc1	-9%	?	50µM*	26%	0%	-6	2%	1%	-12%
CCSc1nnc(CNC(=O)c2ccccc2F)n1-c1ccccc1OC	-3%	-16%	-38%	46%[activator]	2%	-3	0%	1%	-24%
CCOC(=O)c1[nH]c(C)c(C(=O)Nc2ccc(C)c(F)c2)c1C	-1%	13%[12.7 µM]	-5%	31%	-8%	4	21%	4%	-14%
Cc1ccc(S(=O)(=O)N2CCCCC2)cc1NC(=O)C1CC1	-7%	.	.	10%	0%	1	-2%	-5%	-14%
Cc1ccc2nc(N3CCN(C(=O)C4CC4)CC3)sc2c1	i	3%[59 µM]	-2%	14%	-7%	5	-6%	8%	-6%
Cc1csc(NC(=O)C2=NN(c3ccccc3)C(=O)CC2)n1	3%	?	?	-13%	4%	1	10%	-2%[15.4 µM]	-12%
Cc1cc(C)c2c(N)c(C(=O)N3CCCCCC3)sc2n1	0%	?	?	2%	-11%	0	9%	4%	35µM*
CC12CCC(=O)N1C(C(=O)Nc1cc(C(F)(F)F)ccc1N1CCOCC1)CS2 (centres undefined)	7%	18%[0.501 µM]	9%	10%	12%	-1	4%	4%	-4%
O=S(=O)(NC1CCCC1)c1ccccc1Br	i	?	9%	22%&52%	-1%	-4	-6%&0%	-9%	-4%&-10%
CN(CC(=O)NC1CCN(Cc2ccccc2)CC1)S(=O)(=O)c1ccc(Br)s1	4%	26%	7%	13%	1%	1	-1%	-4%	-6%
C/C(=N\NS(=O)(=O)c1ccc(C)c([N+](=O)[O-])c1)c1cc2ccccc2o1	-1%	?	?	-6%	.	4	?	1%	?
CCOC(=O)c1oc2cc(OCC(=O)OC)ccc2c(=O)c1-c1ccc(OC)c(OC)c1	-1%	.	2%	40%[activator]	-3%	0	?	?	-9%
COc1ccc(NC(=O)COC(=O)CCc2nc3ccccc3c(=O)[nH]2)cc1Cl	5%	.	.	43%[activator]	12%	1	1%	5%	-10%
CCCC12CN3CCN(CC(C3)/C1=N\NC(=O)Nc1ccccc1)C2	-6%	5%[59 µM]	-2%	15%	13%	2	-1%	-9%	-24%
COc1ccc(/C=N/n2c(C)nc3c([nH]c4ccccc43)c2=O)cc1CN1CCCC(C)(C)C1	6%	-2%[59 µM]	-7%	33%	1%	-3	4%	-6%	-12%
O=C(Nc1nnc(Cc2ccccc2)s1)c1cnccn1	-2%	.	?	22%	1%	-4	-2%	18%	50µM*

Bioassay records as filed in PubChem BioAssay.
